Bioassay records from PubChem BioAssay.
CHO parental Ca: counter-screen: ATP calcium response change in parental CHO cells; inhibition, % at 5.6 µM; parental CHO-K1, ATP-induced calcium, Fluo-8 fluorescence; AID 463079; 0.63% of 330,000 active;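 active = inhibition above that plate's mean sample inhibition plus 3 SD, cut at about 26% in these data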;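 also: 0% = ATP-challenged DMSO wells and 100% = DMSO wells without ATP; some compounds past the cut are filed as inactive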
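Test system: untransfected parental CHO cell line; also added: ATP stimulus; dosing: 5.6 µM, single dose; signal: calcium-sensitive Fluo-8 fluorescence; measure: percent inhibition of ATP-evoked calcium rise, normalized to controls; benchmarks: low control ATP plus DMSO, high control DMSO only; replication: one well per compound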
M1 antag: human CHRM1 antagonism; P11229; inhibition, % at 3 µM; AID 588852; CHO-K1 hM1, Fluo-8 calcium fluorescence, ACh EC80 antagonist; 1.3% of 360,000 active;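 active = percent inhibition above its own plate's cutoff, namely the mean of that plate's compound wells plus 3 SD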;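 also: peak over basal fluorescence ratio during 140 s after agonist addition; 0% = ACh EC80 plus DMSO and 100% = DMSO alone without agonist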
Target sequence (P11229 whole entry, looked up): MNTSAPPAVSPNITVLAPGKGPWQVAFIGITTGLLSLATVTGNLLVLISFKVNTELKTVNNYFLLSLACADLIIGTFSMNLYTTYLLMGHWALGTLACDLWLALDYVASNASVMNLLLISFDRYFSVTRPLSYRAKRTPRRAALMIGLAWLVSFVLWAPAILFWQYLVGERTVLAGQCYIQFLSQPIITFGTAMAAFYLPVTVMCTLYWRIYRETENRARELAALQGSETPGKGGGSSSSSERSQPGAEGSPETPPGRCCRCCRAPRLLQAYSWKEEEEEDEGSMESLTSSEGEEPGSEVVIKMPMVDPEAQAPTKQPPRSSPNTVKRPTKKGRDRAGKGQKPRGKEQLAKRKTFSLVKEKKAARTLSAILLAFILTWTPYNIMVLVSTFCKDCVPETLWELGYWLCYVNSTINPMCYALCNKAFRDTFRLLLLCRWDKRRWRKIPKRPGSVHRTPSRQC
TAAR1 antagonist: antagonists of human TAAR1; Q96RJ0; CHO RD-HGA16 TAAR1, Fluo-8 calcium fluorescence, antagonist; inhibition, % at 3 µM; 1.5% of 360,000 active;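 active = inhibition above a per-plate cutoff, the mean inhibition of test compounds on that plate plus 3 SD, cut at about 49% in these data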;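 also: 0% = DMSO plus EC80 beta-PEA response and 100% = DMSO alone without agonist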
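System: RD-HGA16 CHO cells with stable hTAAR1 and Gα16 | Probe or stimulus: EC80 β-phenethylamine stimulus | Dosing: 3 µM, single point | Times: Dye loading 75 min at 37 °C, then 30 min room temperature | Measured by: Fluo-8 calcium-sensitive fluorescence | Read-out basis: % inhibition of agonist calcium response | Replicates: n of 1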
TAAR1 agonist: agonists of human TAAR1. Q96RJ0. CHO RD-HGA16 TAAR1, Fluo-8 calcium fluorescence; vehicle wells 0%, saturating PEA agonist 100%. activation, % at 3 µM. 0.99% of 360,000 active;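 active = activation above the mean activation of all test compounds in the run plus 3 SD, cut at about 38% in these data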
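test system = CHO RD-HGA16 cells carrying human TAAR1 plus Gα16 | schedule = 17-24 h seeding, 75 min 37 °C dye, 30 min RT | compound dosing = 3 µM single concentration | control set = DMSO and PEA EC100 | replicates = n 1 | signal = Fluo-8 fluorescence, 5 s baseline then 140 s kinetic read | measure = percent activation vs PEA EC100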
M1 ag parental: nonselective activator or artifact in parental CHO-K1 cells; Fluo-8 calcium fluorescence; scaled to maximal ATP response, vehicle zero; activation, % at 3 µM; 0.48% of 360,000 active; in the data active = activation above about 15%;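 also: untransfected CHO-K1 host cells lacking M1 receptor as counterscreen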
CHRM1 agonist: agonists of human M1 muscarinic receptor; 0.33% of 360,000 active; CHO-K1 hM1, Fluo-8 calcium fluorescence, agonist mode; 0% DMSO, 100% acetylcholine EC100; P11229; AID 588814; activation, % at 3 µM;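 active = activation above the run's mean compound activation plus 3 SD, cut at about 16% in these data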;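 also: peak over basal fluorescence ratio within a 140 s kinetic read after compound addition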
OXTR potentiator: potentiates the human oxytocin receptor response | P30559 | CHO-OTR cells, Fluo-8 calcium fluorescence, potentiator mode; 0% = oxytocin EC15, 100% = EC100 | activation, % at 3 µM | 0.061% of 320,000 active | AID 2445;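 active = activation above that plate's cutoff, the mean activation of tested compounds plus 3 SD, cut at about 6.6% in these data, passing the limit was not always enough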;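 also: 100% uses oxytocin at 75 nM as the full agonist control; some results filed as inactive read as strong as hits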
Target sequence (P30559 whole entry, looked up): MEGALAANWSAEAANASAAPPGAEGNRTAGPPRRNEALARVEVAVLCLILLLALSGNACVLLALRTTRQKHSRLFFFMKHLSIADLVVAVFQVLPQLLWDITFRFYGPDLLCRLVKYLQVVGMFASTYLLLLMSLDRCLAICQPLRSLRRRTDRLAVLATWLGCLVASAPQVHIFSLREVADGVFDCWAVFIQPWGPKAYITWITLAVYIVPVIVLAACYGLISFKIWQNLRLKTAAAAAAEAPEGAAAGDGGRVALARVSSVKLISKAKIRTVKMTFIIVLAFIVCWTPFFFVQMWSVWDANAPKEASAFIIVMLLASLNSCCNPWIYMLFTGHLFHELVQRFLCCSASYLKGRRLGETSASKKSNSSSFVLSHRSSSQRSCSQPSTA
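Material: human OTR in CHO cells. Compound: 3.0 µM, one dose. Timing: compound 6 min at room temperature before oxytocin, 100 s read. Evaluation: % activation of max/min ratio relative to oxytocin controls. Replication: single well per compound, singlicate. Signal: Fluo-8 calcium dye fluorescence.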
M1 PAM parental: counter-screen for M1 PAMs: effect in parental CHO-K1 cells; ATP EC20, Fluo-8 calcium fluorescence; 0% at ATP EC20, 100% at ATP max; activation, % at 3 µM; 0.02% of 360,000 active;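 active = activation above the run cutoff, the mean activation of all test compounds plus 3 SD, cut at about 40% in these data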;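 also: peak over basal fluorescence ratio in a 140 s read after ATP addition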
CHO-K1 Ca antag: nonselective inhibitor or artifact in parental CHO-K1 cells; 0.6% of 360,000 active; ATP-induced calcium, Fluo-8 fluorescence; inhibition, % at 3 µM;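 active = inhibition above a per-plate cutoff, the plate's mean sample inhibition plus 3 SD, cut at about 24% in these data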;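 also: 0% = DMSO plus EC80 ATP and 100% = DMSO alone without ATP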
* marks the source's active call; other numbers are inactive results; . = no result given. Hits appear at their usual frequency; overall some 4.2% were active at least once.

SMILES | CHO parental Ca | M1 antag | TAAR1 antagonist | TAAR1 agonist | M1 ag parental | CHRM1 agonist | OXTR potentiator | M1 PAM parental | CHO-K1 Ca antag
CC(Oc1cccc(Cl)c1)C(=O)Nc1cc(S(=O)(=O)N2CCOCC2)ccc1N1CCCCC1 (stereo not given) | 12 | -6 | -15 | 0 | 1.9 | 5 | -14 | 19 | -2
Nc1ncnc2c1ncn2[C@@H]1O[C@H](CNS(=O)(=O)c2ccc3c(c2)CCN(C(=O)C(F)(F)F)C3)[C@@H](O)[C@H]1O | -10 | -8 | -14 | 1 | 0.7 | -4 | . | 17 | -17
CCOC(=O)c1[nH]c(CSc2nnc(-c3ccc(OC)cc3)o2)c(C(=O)OCC)c1C | -18 | -24 | -5 | 9 | 4.3 | -1 | -4 | 18 | 3
COc1cccc(C(=O)C2CCCN(Cc3cccn3-c3cccnc3)C2)c1 (stereo not given) | -12 | 0 | 11 | 8 | 3.0 | -10 | -3 | 10 | -3
Cc1ccccc1OCC(=O)OCC(=O)Nc1ccc(Cl)cn1 | -11 | 0 | -7 | 6 | -0.2 | -2 | -5 | -3 | 2
O=C(NCc1ccccc1Cl)c1ccc(NC2=NC3CS(=O)(=O)CC3S2)cc1 (stereo not given) | 3 | -9 | 1 | 0 | 2.1 | -4 | 0 | 28 | 7
O=C(CSc1nc2ccc([N+](=O)[O-])cc2s1)NC1CCS(=O)(=O)C1 (stereo not given) | -10 | -16 | -23 | 0 | 0.6 | -4 | -11 | 26 | -19
COc1ccc(/C=N/NC(=O)CN(c2ccc(OC)cc2)S(=O)(=O)c2ccccc2)cc1 | -13 | -4 | 2 | 5 | 0.0 | -8 | -11 | -1 | 2
CC(C)N(C(=O)Cn1cc(S(=O)(=O)CC(=O)NCc2ccccc2)c2ccccc21)C(C)C | -29 | 2 | -20 | 0 | 0.2 | -3 | -2 | 1 | 6
Cc1cc(C(=O)CSc2nnc3c(Cl)cc(Cl)cn23)c(C)n1C | -8 | -38 | -2 | 6 | -0.3 | -2 | -5 | -7 | 17
CCCNS(=O)(=O)c1ccc(OCC(=O)N2CCCC2)cc1 | -14 | -8 | -2 | 19 | 0.4 | 0 | 4 | 11 | -6
CC1CCCC(NC(=O)COC(=O)CN2C(=O)C3CCCCC3C2=O)C1C (stereo not given) | -7 | -4 | 1 | 2 | 2.2 | -3 | 4 | 29 | -6
C=CCc1ccc(OCCn2nnc3ccccc32)c(OC)c1 | 22 | 9 | -4 | 13 | 8.7 | -2 | -11 | -8 | 8
COc1ccc(C(=O)Nc2ccccc2)cc1NC(=O)c1cccs1 | . | 8 | 1 | 1 | 0.8 | 1 | . | -20 | 13
Cc1nc2ccc(C(=O)O)cc2[nH]1 | -14 | -7 | -3 | 3 | -0.4 | -2 | -5 | -3 | 13
Cn1nnnc1Sc1ccc(C(=O)O)cc1[N+](=O)[O-] | -5 | -13 | -17 | 3 | 1.0 | -3 | -1 | 10 | -18
COc1ccc(N(CC(=O)NCCSCc2ccco2)S(=O)(=O)c2ccc(C)cc2)cc1 | -23 | -2 | 7 | 5 | 2.1 | -5 | -8 | 16 | -18
CCOc1ccc(-n2c(SCC(=O)Nc3ccc(CC)cc3)nc3n[nH]c(C)c3c2=N)cc1 | -1 | -8 | -13 | -2 | -0.8 | -9 | 0 | 12 | -12
COc1ccccc1NC(=O)COC(=O)C1CC1 | -12 | -11 | -27 | 6 | 0.6 | -4 | -9 | 15 | -16
CN(c1ccccc1)S(=O)(=O)c1cccc(C(=O)OCC(=O)Nc2ccc3[nH]c(=O)[nH]c3c2)c1 | 5 | -3 | 1 | 0 | 1.1 | -7 | -9 | 5 | 8
Cc1cccc(/N=C/C2=C(O)CC(C)(C)CC2=O)n1 | -11 | -13 | -13 | 0 | 0.3 | -5 | -9 | -10 | 8
C[C@H](NC(N)=O)C(=O)OCC(=O)Nc1ccc(OC(F)F)cc1 | -8 | -10 | -1 | 6 | -0.2 | -4 | -5 | 15 | -13
Cc1cccc(C)c1OCC(=O)Nc1oc(-c2ccccc2)c(-c2ccccc2)c1C#N | -27 | -1 | 21 | 1 | 0.1 | 0 | -9 | 6 | 9
Cc1ccc(NCc2ccc(Cl)nc2)c(NCc2ccc(Cl)nc2)c1 | -15 | -5 | 12 | 3 | 1.7 | -14 | -6 | 22 | -12
O=C(O)CCn1c(=O)sc2ccccc21 | 6 | -8 | -5 | 2 | 0.2 | -2 | 1 | 16 | -4
COc1cc(NC(=O)c2ccc(Cl)cc2)c(OC)cc1Cl | -26 | 0 | -10 | 1 | 0.2 | -8 | -2 | 14 | -15
O=C(NNC(=S)NCc1ccccc1)c1ccccc1OC(F)F | -9 | -8 | -5 | 9 | 1.3 | -4 | -11 | 12 | -6
CC(=O)Nc1ccc(CN2CCC2(C)C(=O)NC2CCN(Cc3ccccc3)CC2)cc1 (stereo not given) | . | -8 | 5 | 2 | 0.6 | -9 | . | 19 | -6
CCOc1ccc(-n2nnc3c(=O)n(C/C=C/c4ccccc4)cnc32)cc1 | -5 | -12 | 5 | -1 | 1.1 | -6 | -1 | 20 | -8
Cc1ccc2nc(N3CCN(c4cccc(C)c4C)CC3)c3nnnn3c2c1 | -11 | -18 | 1 | 2 | 1.1 | -2 | -16 | 22 | -23

(further entries)
Screens in order: CHO parental Ca	M1 antag	TAAR1 antagonist	TAAR1 agonist	M1 ag parental	CHRM1 agonist	OXTR potentiator	M1 PAM parental	CHO-K1 Ca antag
> Cn1ncc(Cl)c1C(=O)NCc1ccc2c(c1)OCO2
 : 4	-5	-20	2	8.2	3	-11	-1	2
> CCN1CCCC1CNC(=O)c1c(O)c2c([nH]c1=O)CCCC2 (stereo not given)
 : -11	21	17	0	0.0	-3	-3	-2	1
> COc1ccc(C(=O)NC(CC(=O)O)c2cc([N+](=O)[O-])ccc2Cl)c(SC)c1 (stereo not given)
 : -8	-2	-4	3	-0.2	-3	1	-13	3
> O=c1c2cc(F)ccc2sn1-c1ccc(F)cc1
 : 30	15	.	.	3.8	5	-10	-4	6
> COc1ccc(C(=O)NNC(=O)C(Cc2ccc(O)cc2)NC(=O)c2ccccc2NC(=O)c2ccc(OC)cc2)cc1 (stereo not given)
 : 18	-1	-8	-1	-0.2	-7	1	12	-6
> CC(C)CNC(=O)C1(C)CCCCCN1Cc1ccccc1-c1ccccc1 (stereo not given)
 : .	18	-16	10	-0.4	-9	.	-11	-16
> CCN(CC)c1ccc(NC(=O)CCc2nnc3ccc(N4CCCCC4)nn23)c(C)c1
 : -24	-3	-13	-2	0.6	-14	-15	16	2
> CNC(=O)NC(=O)CSc1nnc(C(F)(F)F)n1C
 : 1	0	-6	6	0.1	0	-9	8	2
> Cc1ccc(C)c(-c2nnc(NC(=O)COc3ccccc3)o2)c1
 : -11	9	-10	0	0.0	-2	1	-1	19
> Cc1ccccc1N(C(=O)c1snc(C(N)=O)c1N)C(C(=O)NCC1CCCO1)c1ccc(F)cc1 (stereo not given)
 : -12	4	5	6	12	-1	-7	-2	2
> CCOc1ccccc1N1CCN(C(=O)c2ccccc2)CC1
 : -20	-8	-5	8	0.7	4	-8	-1	-3
> COC(=O)C1=C(N)OC2=C(C(=O)CCC2)C1c1cccnc1 (stereo not given)
 : -11	-14	-28	4	0.1	-2	0	15	-9
> COc1ccc(Cl)cc1C(=O)NNC(=O)CSc1nnnn1C
 : -11	5	11	2	0.1	-3	-3	-5	10
> COc1ccc(-c2nnc(SCCC(=O)O)n2-c2ccccc2)cc1
 : -3	0	4	5	0.0	-5	-4	16	-9
> COC(=O)C1(C)NC(c2ccccc2C)C2C(=O)N(c3ccccc3)C(=O)C21 (stereo not given)
 : -22	-11	1	2	0.0	-4	0	29	-17
> CCOc1ccc(NC(=O)C2CCC(N3C(=O)C4CC=CCC4C3=O)CC2)cc1 (stereo not given)
 : -25	-4	8	10	2.8	-2	-9	17	-8
> CS(=O)(=O)N1Cc2cc(C(=O)NCC3CCCCC3)nc(-c3cccc(-c4cccnc4)c3)c2[C@H]1CCO
 : .	.	-27	3	1.3	.	.	18	-9
> CC1=CC(=C(C#N)C#N)C=C(C)N1CCN1CCNCC1
 : 2	9	10	0	0.9	-6	4	16	-18
> CCCc1cc(=O)n2[nH]c(-c3cc(OC)c(OC)c(OC)c3)nc2n1
 : 9	-28	3	2	0.2	-2	-9	11	-13
> Cn1cnnc1SCc1ccc(C(=O)n2ncc(C#N)c2N)cc1
 : -18	-12	-14	8	0.2	-2	-12	13	-3
> CC(NC(=O)c1sc2ccccc2c1Cl)C1CCCO1 (stereo not given)
 : -9	6	-13	0	0.0	-10	-1	-1	-5
> CCOc1ccc(-c2noc(-c3cccnc3)n2)cc1OC
 : -27	-15	5	13	0.6	1	-3	6	7
> CC1(C)CC2(CC(c3ccccc3)Oc3cc(O)ccc32)NC(=O)N1 (stereo not given)
 : -6	.	-12	1	.	.	-1	.	.

For convenience, part of the list above.
Screens in order: CHO parental Ca	M1 antag	TAAR1 antagonist	TAAR1 agonist	M1 ag parental	CHRM1 agonist	OXTR potentiator	M1 PAM parental	CHO-K1 Ca antag
> CC(Oc1cccc(Cl)c1)C(=O)Nc1cc(S(=O)(=O)N2CCOCC2)ccc1N1CCCCC1 (stereo not given)
 : 12	-6	-15	0	1.9	5	-14	19	-2
> Nc1ncnc2c1ncn2[C@@H]1O[C@H](CNS(=O)(=O)c2ccc3c(c2)CCN(C(=O)C(F)(F)F)C3)[C@@H](O)[C@H]1O
 : -10	-8	-14	1	0.7	-4	.	17	-17
> CCOC(=O)c1[nH]c(CSc2nnc(-c3ccc(OC)cc3)o2)c(C(=O)OCC)c1C
 : -18	-24	-5	9	4.3	-1	-4	18	3
> COc1cccc(C(=O)C2CCCN(Cc3cccn3-c3cccnc3)C2)c1 (stereo not given)
 : -12	0	11	8	3.0	-10	-3	10	-3
> Cc1ccccc1OCC(=O)OCC(=O)Nc1ccc(Cl)cn1
 : -11	0	-7	6	-0.2	-2	-5	-3	2
> O=C(NCc1ccccc1Cl)c1ccc(NC2=NC3CS(=O)(=O)CC3S2)cc1 (stereo not given)
 : 3	-9	1	0	2.1	-4	0	28	7
> O=C(CSc1nc2ccc([N+](=O)[O-])cc2s1)NC1CCS(=O)(=O)C1 (stereo not given)
 : -10	-16	-23	0	0.6	-4	-11	26	-19
